NPR2 activator: GC-B (human) receptor activation. activation, % at 10 µM. actives 0.11% (n = 370,000). HEK293-GC-B cells, CNP EC30, cGMP TR-FRET; 0% at EC30 CNP, 100% saturating CNP. P20594;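 active means activation at 10 µM reaching about 35% in either raw or pattern-adjusted values, limit read from the data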
SMARCA2 act: SMARCA2 function activation, primary screen; MG213 cells, MMTV-luciferase reporter, dexamethasone, overnight; activation, % at 9.1 µM; actives 1% (n = 370,000); AID 652017; in the data active means activation above about 7.8%;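 further: 0% = vehicle wells and 100% = reference activator wells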
DAX1 inh-1: inhibits human nuclear receptor DAX1; AID 504766; inhibition, % at 6.75 µM; P51843; HEK293 Gal4-DAX1 luciferase reporter, luminescence; actives 0.99% (n = 340,000);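 active means inhibition above the mean over all tested compounds plus 3 SD, cut at about 4.2% in these data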;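 further: 0% = DAX1-transfected cells with DMSO and 100% = empty-vector control cells with DMSO; inhibition shows as a rise in luminescence from relieved DAX1 repression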
hgDAF12 agonist: agonists of H. glycines DAF-12 nuclear receptor | HEK293 GAL4-hgDAF12 UAS-luciferase reporter, agonist luminescence; normalized to butyrate control | activation, % at 6.8 µM | actives 1.8% (n = 370,000) | AID 687014;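 active means activation above a cutoff set at the mean of all screened compounds plus 3 SD, cut at about 10% in these data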;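 further: 0% = DMSO wells and 100% = sodium butyrate wells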
HGIII-sPLA2 inh: Inhibits HGIII-sPLA2 liposome hydrolysis, primary screen. inhibition, % at 12.2 µM. actives 0.56% (n = 370,000). QFRET BODIPY PC-A2 liposome hydrolysis, fluorescence. AID 743126;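 active means inhibition above mean plus 3 SD of compounds lying within the high and low control bounds, cut at about 19% in these data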;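 further: 0% = median of test compound wells and 100% = no enzyme DMSO wells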
ssDAF-12 act: activators of S. stercoralis DAF-12 nuclear receptor; HEK293 ssDAF-12/GRIP1 lit1-tk-luc reporter, luminescence; % of 3 µM dafachronic acid response; activation, % at 6.8 µM; actives 1% (n = 370,000); AID 652126;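 active means activation above the mean over all tested compounds plus 3 SD, cut at about 0.9% in these data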;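 further: 0% = DMSO-only wells and 100% = 3 µM delta7-dafachronic acid wells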
GAA850 FXN act: activators of GAA850 frataxin (FXN) promoter; HEK293 lucGAA850 FXN promoter luciferase reporter, 24 h; percent of 10 µM SAHA response; activation, % at 6 µM; actives 0.56% (n = 360,000);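 active means activation above the average of all compounds screened plus 3 SD, cutoff fixed separately per campaign, cut at about 7.5% in these data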;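 further: 0% = DMSO wells and 100% = 10 µM SAHA wells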
ADAM10 inh: ADAM10 inhibition, QFRET primary screen | recombinant ADAM10, EDANS/DABCYL FRET peptide cleavage, 3 h | inhibition, % at 7 µM | actives 0.62% (n = 370,000);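 active means inhibition above a per-campaign cutoff equal to the mean of compounds falling between control-based bounds plus 3 SD, cut at about 20% in these data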;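 further: 0% = DMSO wells while the 100% control is not disclosed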
NPR1 activator: GC-A (human) enzyme activation. P16066. HEK293 GC-A cells, cGMP TR-FRET, EC30 ANP; 0% at EC30 ANP, 100% saturating ANP. activation, % at 10 µM. actives 0.14% (n = 370,000). AID 1671463; in the data active means activation above about 40%
Target sequence (P16066 whole entry, looked up): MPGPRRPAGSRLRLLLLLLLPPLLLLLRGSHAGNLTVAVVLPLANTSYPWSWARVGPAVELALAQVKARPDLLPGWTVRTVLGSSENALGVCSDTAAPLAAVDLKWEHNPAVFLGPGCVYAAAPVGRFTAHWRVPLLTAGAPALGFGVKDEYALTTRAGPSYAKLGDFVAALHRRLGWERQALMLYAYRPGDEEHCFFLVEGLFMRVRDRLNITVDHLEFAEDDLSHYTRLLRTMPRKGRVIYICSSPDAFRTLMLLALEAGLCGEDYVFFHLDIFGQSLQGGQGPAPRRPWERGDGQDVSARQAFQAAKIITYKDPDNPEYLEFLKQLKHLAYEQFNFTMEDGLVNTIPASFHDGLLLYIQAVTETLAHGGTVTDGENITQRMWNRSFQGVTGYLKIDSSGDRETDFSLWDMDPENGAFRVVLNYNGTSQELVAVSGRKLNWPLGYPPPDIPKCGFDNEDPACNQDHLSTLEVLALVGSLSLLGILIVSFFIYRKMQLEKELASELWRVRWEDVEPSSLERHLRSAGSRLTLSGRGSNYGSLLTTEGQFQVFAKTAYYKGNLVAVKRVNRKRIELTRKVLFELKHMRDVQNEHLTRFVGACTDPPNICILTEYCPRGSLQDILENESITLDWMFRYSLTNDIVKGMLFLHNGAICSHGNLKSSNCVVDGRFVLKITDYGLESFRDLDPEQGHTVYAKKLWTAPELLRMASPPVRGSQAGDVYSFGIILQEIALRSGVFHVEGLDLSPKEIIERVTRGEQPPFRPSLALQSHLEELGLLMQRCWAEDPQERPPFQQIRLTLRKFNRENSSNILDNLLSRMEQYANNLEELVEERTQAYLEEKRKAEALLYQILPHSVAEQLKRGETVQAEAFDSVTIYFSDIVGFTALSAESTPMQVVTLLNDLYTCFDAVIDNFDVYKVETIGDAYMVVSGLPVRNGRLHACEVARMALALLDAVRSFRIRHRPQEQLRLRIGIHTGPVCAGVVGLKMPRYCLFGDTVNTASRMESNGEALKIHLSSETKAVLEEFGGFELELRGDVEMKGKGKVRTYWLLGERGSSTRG
DAX1 inh-2: DAX1 (NR0B1) inhibition, primary screen; actives 1.1% (n = 370,000); AID 652010; HEK293T StAR-luciferase reporter, SF-1/DAX-1 repression relief; inhibition, % at 6.8 µM;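 active means inhibition above the mean over all tested compounds plus 3 SD, cut at about 3.6% in these data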;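 further: 0% = DAX-1 cells with DMSO and 100% = cells lacking DAX-1 with DMSO; higher inhibition means more luminescence from relief of DAX-1 repression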
hcDAF-12 act: H. contortus DAF-12 activation, primary screen. HEK293 hcDAF-12 lit1-tk-luc reporter, luminescence; 0% DMSO, 100% Δ7-dafachronic acid. activation, % at 6.8 µM. actives 1.4% (n = 370,000). AID 652067;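 active means activation above the mean of all tested compounds plus 3 SD, cut at about 5.5% in these data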;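 further: 100% = response to 3 µM Δ7-dafachronic acid high control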
Active calls of the source: *; x = not tested or not shown.

entry	compound	hcDAF-12 act	hgDAF12 agonist	DAX1 inh-1	HGIII-sPLA2 inh	DAX1 inh-2	GAA850 FXN act	NPR2 activator	SMARCA2 act	ssDAF-12 act	NPR1 activator	ADAM10 inh
1	CCCCC(=O)Nc1ccc(C(=O)NCCc2ccc(S(N)(=O)=O)cc2)cc1	-1.0	2.7	-0.6	2	-0.7	0.4	5	6	-0.6	-3	0
2	Nc1nonc1-n1nnc(C(=O)N/N=C/c2ccc(OCc3ccc(F)cc3)cc2)c1COc1ccccc1	0.7	5.6	0.6	-1	-0.9	-1.6	-1	-2	-1.1	-1	-6
3	O=S1(=O)C=C(SCc2ccc(Cl)c(Cl)c2)Nc2ccccc21	-2.6	-4.5	-0.3	-18	-0.2	-0.3	-6	-1	-1.5	-3	16
4	COc1ccc(Nc2nc(N)nc(CSc3nnc(C)s3)n2)cc1	0.2	6.5	0.0	-3	1.0	2.8	-4	3	-0.4	1	-4
5	CC1(C(=O)N/N=C/c2cc3c(cc2Br)OCO3)CC1(Br)Br (stereo not given)	-3.2	-1.2	-0.4	5	-2.4	8.3*	-4	-1	-0.7	-3	-10
6	O=C(C(=O)N1CCC(CNS(=O)(=O)c2ccc(F)cc2)CC1)c1cccs1	2.3	0.4	x	12	-0.8	x	3	-3	0.2	-1	-10
7	N#CCCn1[nH]c(-c2ccccc2)cc1=O	1.9	-4.7	0.8	10	-1.0	-3.9	0	-4	-0.9	1	-4
8	Cc1ccc(C(=O)Cn2nnc3ccccc32)cc1C	5.9*	17*	2.4	-25	4.8*	6.7	1	3	-0.2	0	0
9	CN(C(=O)c1cccc(NC(=O)Cc2cccc(NC(=O)C3CCN(C(=O)C4CCC4)CC3)c2)c1)C1CCC1	0.3	0.2	-0.3	3	1.5	-0.3	1	-5	-0.8	2	-11
10	CC(C)C1COS(=O)(=O)NC1CC(=O)SC(C)(C)C (stereo not given)	-0.3	0.7	-0.2	-2	-0.1	-2.4	2	0	-0.9	2	-7
11	Cc1ccc(S(=O)(=O)N2CCCN(C(=O)CNC(=O)c3cccc(C)c3)CC2)cc1	-1.5	2.9	-0.5	1	-0.4	-0.9	0	0	-1.1	2	-2
12	O=C(NNc1ccccc1)C(CCO)C(=O)NNc1ccccc1	-1.6	1.2	0.4	2	1.2	0.7	2	-4	-0.2	0	-15
13	CCOC(=O)C1CCN(C(c2ccccn2)c2c(C)[nH]c3ccccc23)CC1 (stereo not given)	-1.1	-0.5	0.6	-8	0.2	-0.5	-4	-2	-1.3	-8	-3
14	Cc1ccc2c(c1)-n1c(nc3cc(F)ccc3c1=O)C(Cc1ccc(O)cc1)NC2=O (stereo not given)	-0.6	-1.2	x	-13	0.2	x	23	1	-1.5	3	-1
15	Cc1ccc(S(=O)(=O)n2nc(C)c(C#N)c2N)cc1	1.0	-0.9	-0.2	6	-0.9	-0.3	5	0	-0.9	2	-8
16	Cc1ccc(OCc2nnc(N)s2)cc1C	1.2	2.5	x	-6	0.9	3.2	6	0	0.4	2	2
17	COc1ccccc1NC(=O)Cn1cncc1-c1ccc([N+](=O)[O-])cc1	-0.4	0.5	-0.2	5	-1.4	-0.6	-5	3	-1.1	5	3
18	O=C(NCc1ccccc1Cl)C(=O)c1c[nH]c2ccccc12	-1.6	-0.8	0.9	8	0.1	0.1	6	-1	-1.3	5	1
19	COC(=O)Cc1c(O)ccn(Cc2cccc3ccccc23)c1=O	-0.4	-0.4	0.3	-5	0.1	-0.6	3	-3	-1.8	-1	3
20	O=Cc1c(NCCN2CCOCC2)c2ccccc2[nH]c1=O	1.5	-1.4	-0.5	-6	-0.2	-0.5	7	-2	-1.3	5	6
21	Nc1ccnc(C(F)(F)F)c1C(=O)c1ccccc1	-1.6	3.3	-0.9	9	0.3	-0.1	-2	0	-1.0	0	3
22	Cc1ccc(OC2CCN(C(=O)[C@H]3O[C@@H](n4cnc5c(N)ncnc54)[C@H](O)[C@@H]3O)CC2)cc1	-1.1	-1.0	x	11	-0.1	x	0	-4	-1.1	1	-7
23	Cc1cc(NC2C3CC4CC(C3)CC2C4)n2nnnc2n1 (stereo not given)	-0.1	-1.3	0.0	4	0.7	6.7	-3	0	-1.4	3	-5
24	Cc1ccccc1CC1(CO)CCCN(Cc2nc(-c3cccs3)oc2C)C1 (stereo not given)	0.4	1.3	-0.1	-8	-0.1	1.6	-5	-4	-1.6	-5	-7
25	O=C(O)c1ccc(S(=O)(=O)c2ccc3c(c2)C(=O)N(c2ccc(O)cc2)C3=O)cc1	0.3	-2.8	1.0	-5	-0.5	-0.6	0	-3	-2.0	-1	-8

6 entries from above in another layout:
Every second line gives: hcDAF-12 act, hgDAF12 agonist, DAX1 inh-1, HGIII-sPLA2 inh, DAX1 inh-2, GAA850 FXN act, NPR2 activator, SMARCA2 act, ssDAF-12 act, NPR1 activator, ADAM10 inh
20) O=Cc1c(NCCN2CCOCC2)c2ccccc2[nH]c1=O
 : 1.5, -1.4, -0.5, -6, -0.2, -0.5, 7, -2, -1.3, 5, 6
21) Nc1ccnc(C(F)(F)F)c1C(=O)c1ccccc1
 : -1.6, 3.3, -0.9, 9, 0.3, -0.1, -2, 0, -1.0, 0, 3
22) Cc1ccc(OC2CCN(C(=O)[C@H]3O[C@@H](n4cnc5c(N)ncnc54)[C@H](O)[C@@H]3O)CC2)cc1
 : -1.1, -1.0, x, 11, -0.1, x, 0, -4, -1.1, 1, -7
23) Cc1cc(NC2C3CC4CC(C3)CC2C4)n2nnnc2n1 (stereo not given)
 : -0.1, -1.3, 0.0, 4, 0.7, 6.7, -3, 0, -1.4, 3, -5
24) Cc1ccccc1CC1(CO)CCCN(Cc2nc(-c3cccs3)oc2C)C1 (stereo not given)
 : 0.4, 1.3, -0.1, -8, -0.1, 1.6, -5, -4, -1.6, -5, -7
25) O=C(O)c1ccc(S(=O)(=O)c2ccc3c(c2)C(=O)N(c2ccc(O)cc2)C3=O)cc1
 : 0.3, -2.8, 1.0, -5, -0.5, -0.6, 0, -3, -2.0, -1, -8

(listing goes on)
entry	compound	hcDAF-12 act	hgDAF12 agonist	DAX1 inh-1	HGIII-sPLA2 inh	DAX1 inh-2	GAA850 FXN act	NPR2 activator	SMARCA2 act	ssDAF-12 act	NPR1 activator	ADAM10 inh
26	O=C(CN(Cc1ccccc1)C(=O)c1ccco1)NCc1ccc(F)cc1	-1.7	2.0	1.5	3	-0.4	1.6	2	0	-1.2	3	3
27	CCOC(=O)c1cc(NC(=O)N(C(C)C)C2CCCCC2)c(C)nc1C	0.6	-1.4	-1.2	13	0.1	0.5	7	-1	-0.9	3	-20
28	COc1ccc(NC(=O)C(=O)N/N=C/c2cc(C)n(-c3cccc(Cl)c3Cl)c2C)c(OC)c1	-1.3	0.7	-0.4	1	0.4	-0.3	0	2	-1.2	-3	-2
29	Cn1c(SCC(=O)Nc2ccccc2-c2ccccc2)nnc1-c1ccccc1	-0.4	0.6	x	8	0.3	x	-3	-4	-0.9	-9	-10
30	CCn1c(SCC(=O)Nc2ccc3[nH]c(=O)[nH]c3c2)nnc1-c1ccccc1	-0.8	0.7	-0.3	8	0.7	1.5	-1	-3	-1.4	2	-7
31	Cc1nn(-c2ccccc2)c(C)c1NC(=O)COc1ccc([N+](=O)[O-])cc1	-1.7	-3.7	-1.0	8	-0.6	-1.6	2	-4	-1.2	3	2
32	C=CCN(c1ccccc1)S(=O)(=O)c1cccc(C(=O)NC2CCC(O)CC2)c1 (stereo not given)	-0.6	-0.7	0.4	-8	-0.3	1.6	-4	-1	-0.7	3	-4
33	CC(=O)OCC(=O)C1CCC2C3CCC4=CC(=O)C=CC4(C)C3CCC12C (stereo not given)	-0.8	-5.0	0.0	2	-0.2	4.9	1	-5	-0.8	-4	10
34	CC1(C)CC(=O)C(CC(=O)Nc2cc(C(F)(F)F)ccc2Cl)C(=O)C1	3.3	9.8	0.1	-6	-0.1	-0.8	0	0	0.2	-3	-3
35	CCCCSCCCNC(=O)c1ccc2c(c1)N(CC)C(=O)c1ccccc1S2=O (stereo not given)	-2.1	-1.3	0.8	-5	-0.1	-0.4	-3	0	-1.3	-5	11
36	CCOc1ccc2c(C)nc(NC3=NC(C)(C)C=C(C)N3)nc2c1	-0.8	5.1	-0.2	-7	0.5	0.7	-4	5	-1.1	7	-234
37	Cc1ccc(/C=C2\SC(=S)N(c3cccnc3)C2=O)cc1	1.5	-2.3	-0.3	4	-0.2	-1.3	-4	-1	-1.3	3	-10
38	COC(=O)c1ccc(NC(=O)CN(c2ccc3c(c2)OCO3)S(C)(=O)=O)cc1	-1.9	5.0	0.5	-10	0.5	2.4	-8	3	-1.1	1	-9
39	CCN(CC)CCCNC(=O)c1cc(Cl)c(NC(=O)C2=C(C)OCCS2)cc1OC	-1.7	-1.5	1.6	5	0.2	-0.7	0	1	-0.6	6	-5
40	COc1cc(/C=C/C(=O)O)cc(S(=O)(=O)Nc2ccc3c(c2)OCO3)c1OC	-0.7	0.7	0.7	-11	0.1	-2.4	0	2	-0.4	2	-3
41	Cc1ccc(C)c(NS(=O)(=O)c2cc(C(=O)NCCSC3CCCCC3)ccc2C)c1	-1.5	-4.0	-0.9	-41	-0.7	-1.0	1	-6	-1.4	-3	34*
42	O=C(Nc1cccc([N+](=O)[O-])c1)C1CC(=O)N(C2CCCCC2)C1 (stereo not given)	-0.5	-3.4	-0.5	-8	-0.2	2.3	-1	-3	-0.2	-1	-2
43	O=C(O)CCCNC(=O)CCCNC(=O)C(c1ccccc1)c1ccccc1	-1.3	2.3	-0.4	13	0.2	0.6	3	-2	-1.6	-4	-1
